# OX1R antag-1 – antagonists of human orexin 1 receptor (OX1R); AID 485270, 2010; OX1R-expressing cells, FRET antagonist read-out; inhibition, % at 6.6 µM; Orexin/Hypocretin receptor type 1 (Homo sapiens), O43613; hit rate 1.8% among 330,000; in the data active = inhibition mostly above about 38%, no sharp cut-off; inactive = mostly below about 40%;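 note: 0% = agonist challenge alone and 100% = reference antagonist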
# Target sequence (O43613 whole entry, looked up): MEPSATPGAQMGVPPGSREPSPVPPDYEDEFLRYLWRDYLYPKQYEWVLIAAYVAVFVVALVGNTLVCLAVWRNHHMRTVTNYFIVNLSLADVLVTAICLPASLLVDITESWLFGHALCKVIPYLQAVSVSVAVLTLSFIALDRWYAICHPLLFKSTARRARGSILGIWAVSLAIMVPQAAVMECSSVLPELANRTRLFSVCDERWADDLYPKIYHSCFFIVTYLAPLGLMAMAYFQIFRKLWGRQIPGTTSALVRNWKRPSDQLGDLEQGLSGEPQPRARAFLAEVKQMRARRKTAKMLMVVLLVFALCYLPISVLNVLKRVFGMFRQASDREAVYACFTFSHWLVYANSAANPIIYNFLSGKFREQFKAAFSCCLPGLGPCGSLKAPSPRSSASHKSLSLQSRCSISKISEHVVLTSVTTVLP
# CHT PAM – CHT positive allosteric modulators, primary screen, cell-based, membrane potential dye, choline EC20; High affinity choline transporter 1 (Homo sapiens), Q9GZV3; CHT-expressing cells; stronger effect = higher value; LV-AA mutant CHT in HEK293 cells; B-score at 10 µM; hit rate 0.49% among 310,000;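 active = initial fluorescence not abnormally high and integrated response B-score, plate-corrected, over 3 SD above library mean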
# Target sequence (Q9GZV3 whole entry, looked up): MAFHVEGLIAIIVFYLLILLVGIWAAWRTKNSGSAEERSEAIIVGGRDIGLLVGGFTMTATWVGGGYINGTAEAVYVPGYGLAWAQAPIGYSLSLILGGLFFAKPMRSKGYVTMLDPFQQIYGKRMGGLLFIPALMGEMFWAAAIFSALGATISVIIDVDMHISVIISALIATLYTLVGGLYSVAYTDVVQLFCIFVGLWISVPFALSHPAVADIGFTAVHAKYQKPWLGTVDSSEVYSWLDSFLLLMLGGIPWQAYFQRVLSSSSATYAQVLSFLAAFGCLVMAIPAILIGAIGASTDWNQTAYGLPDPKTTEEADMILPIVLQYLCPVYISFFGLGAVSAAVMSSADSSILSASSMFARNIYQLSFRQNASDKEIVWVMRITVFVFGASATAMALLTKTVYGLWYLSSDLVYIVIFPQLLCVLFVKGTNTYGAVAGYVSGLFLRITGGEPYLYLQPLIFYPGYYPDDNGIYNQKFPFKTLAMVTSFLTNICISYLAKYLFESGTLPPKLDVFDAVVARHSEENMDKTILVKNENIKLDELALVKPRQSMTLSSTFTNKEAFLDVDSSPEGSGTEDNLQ
# OX1R antag-2 – OX1R (HCRTR1) antagonists, primary screen, fluorescence, CHO/OX1R cells, Fluo-8 calcium, orexin A; Fluo-8 calcium fluorescence; hit rate 0.43% among 330,000; Orexin/Hypocretin receptor type 1 (Homo sapiens), O43613; inhibition, % at 5 µM; AID 434989, 2010;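 active = inhibition above its plate's threshold, mean inhibition of all tested compounds on the plate plus 3 SD, cut at about 37% in these data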;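 note: 0% = orexin A challenge wells and 100% = SB-334867-A antagonist wells; not every result past the cut was called active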
# Starred values were filed as active, the others as inactive; i = inactive; . = not tested or not shown.
Molecule	OX1R antag-1	OX1R antag-2	CHT PAM
O=C(CN1C(=O)CSc2cc(S(=O)(=O)N3CCCCCC3)ccc21)NCCc1ccccc1	17	-13	i
N#Cc1cccc(NC(=O)COC(=O)C2CCC2)c1	9	-16	i
Cc1nc(N2CCN(C(=O)c3cccs3)CC2)c2c3c(sc2n1)CCCC3	17	-24	i
COC(=O)c1sccc1NC(=O)c1ccoc1C	1	-11	i
CCCCn1c(N)c(N(CCC)C(=O)C2CCCC2)c(=O)[nH]c1=O	1	-12	.
O=C(C1CCC1)N1CCN(S(=O)(=O)c2ccccc2)CC1	13	-15	i
CCOc1ccc(-c2n[nH]c(C)c2Oc2ccccc2OC)c(O)c1	5	6	i
CC1(C#N)c2ccccc2C(Br)=CN1C(=O)c1ccccc1 (centres undefined)	14	-5	i
CCOc1ccc(NC(=O)CN2CCN(C3c4ccccc4-c4ccccc43)CC2)cc1	2	-31	i
CC(=O)c1ccc(NC(=O)C2CCN(S(=O)(=O)c3cccc4nonc34)CC2)cc1	26	-25	i
C/C=C\C=C/C(=O)Nc1cccc(C2=NOC3(C2)C[C@H](C(N)=O)N(C(=O)c2ccc(OC)cc2)C3)c1 (some centres undefined)	16	6	i
CCOC(=O)C1=C(CC)Nc2ccccc2N/C1=N\S(=O)(=O)c1ccccc1OC	8	-17	.

Molecule	OX1R antag-1	OX1R antag-2	CHT PAM
CCC1CCCCN1CCCNC(=O)C1CCN(c2ncnc3c2nc2n3CCCCC2)CC1 (centres undefined)	10	-34	i
O=S(=O)(Nc1ccc2c(c1)OCCO2)c1cccs1	2	5	i
N#C/C=C(/N)N1CCN(c2ccc(Cl)c(Cl)c2)CC1	23	-11	i
COc1ccc(NC(=O)Nc2c(O)ccc3ccccc23)cc1	43	-17	i
O=C1CN(S(=O)(=O)c2cccc(C(=O)O)c2)c2ccccc2N1	12	7	i
Clc1ccc(C2CC(c3cccs3)n3ncnc3N2)cc1 (centres undefined)	5	-19	i
Cc1ccc(C(=O)O)c(C(=O)Nc2nc(C)cs2)c1	5	-2	i
C=CCOc1ccc(C2NC(=S)NC(c3ccccc3)=C2C(C)=O)cc1OC (centres undefined)	28	-31	i
O=C(NCCc1ccccn1)c1ccc(S(=O)(=O)N2CCCCCC2)cc1	9	-17	i
Cn1nnnc1SCC(=O)N1CCCc2ccccc21	17	-16	i
O=C1C=C(O)CC(c2ccco2)C1 (centres undefined)	1	-17	i
COc1ccccc1CCNS(=O)(=O)CCNC(=O)c1ccccc1	6	-32	i

Molecule	OX1R antag-1	OX1R antag-2	CHT PAM
COc1cc(NS(=O)(=O)c2ccc(NC(=S)NC(=O)c3ccc(Br)cc3)cc2)ncn1	12	-8	i
CC(=O)Nc1ccc(S(=O)(=O)N(C)CC(=O)OCC(=O)N2CC(C)OC(C)C2)cc1 (centres undefined)	21	2	i
COc1ccc(C(=O)Nc2ccc(Cn3ccnc3)cc2)cc1OC	12	0	i
COc1ccc(CNC(=O)c2cc(=O)c3cc(C)c(C)cc3o2)cc1	21	-2	i
COc1ccc(-c2nc(CS(=O)(=O)CC(=O)NC3CCC(C)CC3)c(C)o2)cc1 (centres undefined)	5	-41	i
COC(=O)c1ccccc1NC(=O)CN1CCN(Cc2ccccc2)CC1	-3	-19	i
CCCC(=O)Nc1sc(C)c(-c2ccc(C(C)CC)cc2)c1C#N (centres undefined)	-11	-11	i
CCc1nc2ccccc2c(=O)n1NC(=O)c1c(O)c2ccccc2[nH]c1=O	12	0	i
COCc1nn2c(N)c(C#N)cnc2c1-c1ccccc1	18	-10	i
O=C(CSc1ccc(Cl)cc1)c1ccco1	0	-1	i
Cc1ccc(C(=O)Nc2ccccc2-c2ccccc2)cc1S(=O)(=O)Nc1cccc(C)c1C	42	-20	i
O=C(CN1C(=O)CSc2ccc(S(=O)(=O)N3CCOCC3)cc21)NCc1ccc(F)cc1	32	-3	i

Molecule	OX1R antag-1	OX1R antag-2	CHT PAM
Cc1ccc(NC(=O)CSc2nnnn2C2CCCC2)cc1S(=O)(=O)N1CCOCC1	11	-2	.
CCOC(=O)c1c[nH]c2c3c(ccc2c1=O)CCCC3	12	-31	i
O=C(CCNC(=O)c1ccccc1Cl)Nc1ccc2c(c1)OCO2	10	-6	i
COc1ccccc1CC(=O)Nc1cccc2c1CCCC2	11	-7	i
C=CC[C@@H](CC(=O)N(CCO)Cc1ccccc1)C(=O)N[C@H](COC(=O)[C@H](CC=C)CC(=O)OC(C)(C)C)Cc1c[nH]c2ccccc12	1	-19	.
Cc1cccc(CS(=O)(=O)Cc2ccc(C(=O)NCCc3ccccc3)o2)c1	6	-30	i
C/C(N)=C(/C#N)C(=O)CSc1nnnn1-c1ccc(C)cc1C	19	-7	i
COc1cc(/C=C2\CCCc3c2nc2ccccc2c3C(=O)O)cc([N+](=O)[O-])c1O	59	-1	i
Cc1c(NC(=O)CSc2ncccn2)c(=O)n(-c2ccccc2)n1C	27	0	i
CSc1ccccc1C(=O)N1CCN(S(=O)(=O)c2sc(C(=O)O)c(C)c2C(=O)O)CC1	-1	13	.
NCCCN1CCOCC1	3	-12	i
Cc1cc(NC(=O)c2oc3ccccc3c2C)ccc1-n1cnnn1	39*	-5	i

# Among those listed so far, four have a COOH group:
Molecule	OX1R antag-1	OX1R antag-2	CHT PAM
O=C1CN(S(=O)(=O)c2cccc(C(=O)O)c2)c2ccccc2N1	12	7	i
Cc1ccc(C(=O)O)c(C(=O)Nc2nc(C)cs2)c1	5	-2	i
COc1cc(/C=C2\CCCc3c2nc2ccccc2c3C(=O)O)cc([N+](=O)[O-])c1O	59	-1	i
CSc1ccccc1C(=O)N1CCN(S(=O)(=O)c2sc(C(=O)O)c(C)c2C(=O)O)CC1	-1	13	.

# Additional structures:
Molecule	OX1R antag-1	OX1R antag-2	CHT PAM
O=C1CSC(c2cccc(F)c2)N1c1c(F)cccc1F (centres undefined)	-5	-14	i
C/C(=N/N=C1/NC(=O)CC(C(=O)Nc2ccccc2)S1)c1cccs1 (centres undefined)	18	-1	i
COC(=O)CN1C(=O)COc2ccc(S(=O)(=O)N3CCCCCC3)cc21	-6	-14	i
O=C(Nc1nnc(C2CC2)s1)C1CCCCC1	6	-10	.
COCc1cc(C)nc2sc(C(=O)OC(C)C)c(N)c12	20	-17	i
CCOC(=O)N1CCC(Nc2c(N3CCN(c4cccc(C(F)(F)F)c4)CC3)c(=O)c2=O)CC1	11	-4	i
Cc1cnc(C(=O)OCC(=O)Nc2ncc(Cl)cc2Cl)cn1	-3	-10	.
CCn1c(C)cc2c(c1=O)C(c1ccccc1)C(C(=O)OC)=C(N)O2 (centres undefined)	9	6	i
COC(=O)c1[nH]c2cc(OC)ccc2c1NC(=O)c1ccc2c(c1)OCO2	16	-18	i
CN(CCNC(=O)c1ccc(CS(=O)(=O)c2ccc(Br)cc2)o1)CCc1ccccc1	3	-32	i
COc1ccccc1N1CCN(C(=O)C(Sc2ccccc2)c2ccccc2)CC1 (centres undefined)	10	-32	i
O=C(COc1ccccc1-c1ccccc1)NNC(=O)NC1CCCCC1	6	-15	i

Molecule	OX1R antag-1	OX1R antag-2	CHT PAM
O=[N+]([O-])c1cc2c(cc1CN1CCN(c3ccc(F)cc3)CC1)OCO2	33	-11	i
CNc1nc(N)c([N+](=O)[O-])c(NCCO)n1	34	-22	i
COc1ccc(-c2ccc(-c3nnn(CC(=O)N4CCOCC4)n3)cc2)cc1	4	-10	i
COc1ccc(/C(C)=N/NC(=O)c2sccc2-n2cccc2)cc1	19	-27	i
COc1ccc(C(C)(C)C)cc1NC(=O)c1ccc2c(c1)SC1=NS(=O)(=O)CCN12	15	-14	i
C=C(C)Cn1c(-c2cccc([N+](=O)[O-])c2)n[nH]c1=S	18	-5	i
COc1cc(C(=O)NNC(=O)CSc2nnc3ccccn23)cc(OC)c1OC	10	2	.
COc1ccc(Cl)c(NC(=O)NCCN2CCN(c3ccccc3)CC2)c1	36	-20	i
O=C(Nc1cccnc1)c1ccc(Cl)c([N+](=O)[O-])c1	34	-11	i
CCSC(=Nc1ccccc1)C1=C(O)COC1=O	50	8	i
COc1ccc(C(=O)CN2C(=O)c3ccccc3C2=O)c(OC)c1C	18	-26	i
O=C(C1CC(=O)N(c2ccc3c(c2)OCCO3)C1)N1CCN(Cc2ccccc2F)CC1 (centres undefined)	5	-9	.

Molecule	OX1R antag-1	OX1R antag-2	CHT PAM
Cn1cnc(S(=O)(=O)N2CCN(c3cccc(C(F)(F)F)c3)CC2)c1	5	2	i
Cc1ccccc1C(=O)Nc1ccc(C(=O)N/N=C/c2ccc(O)c(Br)c2)cc1	16	-9	i
CCN(CC)c1ncnc2ccc(Br)cc12	6	-21	i
CC(C)(C)c1cc(CN2CCN(CCC#N)CC2)cc(C(C)(C)C)c1O	3	-27	i
COc1ccc(NS(=O)(=O)c2cc(NC(=O)c3cnccn3)ccc2N2CCCC2)cc1	19	-29	i
CCn1cnc2cc(NCc3cccs3)ccc21	5	-4	i
COc1cccc(OC)c1C(=O)Nc1cccc(-c2ccc(N3CCOCC3)nn2)c1	9	-19	i
CCOC(=O)N1CCN(C(=O)CSCc2ccccc2Cl)CC1	7	-30	i
CCOC(=O)N1CCN(S(=O)(=O)c2ccc(C(=O)NNc3nc4c(C)cc(C)cc4s3)cc2)CC1	5	-30	i
CC1Sc2ccc(C(=O)NCc3ccccc3Cl)cc2NC1=O (centres undefined)	2	-19	.
S=C(Nc1ccccc1)Nc1nc2ccccc2n1CCOc1ccccc1	7	-19	i
O=C(CCCN1C(=O)c2ccccc2C1=O)Nc1ccc(S(=O)(=O)N2CCCCC2)cc1	6	-16	i

# Next part; it opens with the three that closed the last part.
Molecule	OX1R antag-1	OX1R antag-2	CHT PAM
CC1Sc2ccc(C(=O)NCc3ccccc3Cl)cc2NC1=O (centres undefined)	2	-19	.
S=C(Nc1ccccc1)Nc1nc2ccccc2n1CCOc1ccccc1	7	-19	i
O=C(CCCN1C(=O)c2ccccc2C1=O)Nc1ccc(S(=O)(=O)N2CCCCC2)cc1	6	-16	i
c1ccc(CCSc2nccn2-c2ccccc2)cc1	27	-18	i
COc1ccc(OCCC(=O)c2ccc(OC)cc2)cc1	10	-32	i
CCn1c(SCC(=O)N2CCOCC2)nc2sc3c(c2c1=O)CCCC3	16	-16	i
COc1ccc(C(NC(=O)c2cc(OC)ccc2OC)c2ccccc2)cc1 (centres undefined)	15	-5	i
O=C(NCCc1ccccn1)c1c(-c2ccccc2)sc2ccccc12	21	-5	.
Cc1ccc(N2CCN(CC3CC=CCC3)CC2)cc1 (centres undefined)	0	-9	i
CSc1cccc(NC(=O)Nc2nc3c(C)cccc3s2)c1	22	4	i
COc1ccc(NC(=O)c2cc(-c3ccco3)nc3ccccc23)cc1	23	-28	i
COc1ccc(NC(=S)NCc2ccc(S(N)(=O)=O)cc2)c(OC)c1	21	-2	i
COc1ccc(CNc2cc(NCCCO)c([N+](=O)[O-])c3nonc23)cc1	38	-12	i
COc1cc(/C=C2/C(=O)NN(c3ccc(Cl)cc3)C2=O)cc(Br)c1O	-1	3	i
Cc1ccccc1C(=O)Nc1ccccn1	18	-15	i

Molecule	OX1R antag-1	OX1R antag-2	CHT PAM
CNC(=O)c1ccc(Nc2nnc(C)c3ccccc23)cc1	11	-5	i
Cc1nn(-c2ccccn2)c2nc(-c3cccs3)cc(C(=O)N3CCOCC3)c12	13	-35	i
Cc1c(C)n2c(SCC(=O)Nc3cccc4ccccc34)nnc2[nH]c1=O	25	-15	i
O=C(Nc1ccccc1-c1ccccc1)c1cc(C(F)(F)F)cc(C(F)(F)F)c1	15	-26	i
Cc1cc2[nH]c(=O)c(=O)[nH]c2cc1S(=O)(=O)NCc1ccccc1	13	-2	i
COc1ccc(-c2cc3cc(OC)c(OC)cc3c(C)n2)cc1	16	-14	i
CC(=O)Nc1nc(CCN2C(=O)c3ccccc3C2=O)cs1	18	-22	i
Cc1ccc(/C=N/NC(=O)NC23CC4CC(CC(C4)C2)C3)o1	8	-27	i
COc1cc(CN(CCN(C)C)Cc2ccccc2)ccc1OCc1ccccc1	-6	-20	i
COC(=O)[C@@]12CCCCN1[C@H](c1ccc(-c3ccccc3)cc1)[C@@H]1C(=O)N(C)C(=O)[C@@H]12	12	-17	i
COC(=O)c1ccc(S(=O)(=O)NNC(=O)COc2ccc(C)cc2)cc1	6	-9	i
Cc1ccc(C(=O)NCCNC(=O)c2ccco2)cn1	9	-15	i

Molecule	OX1R antag-1	OX1R antag-2	CHT PAM
COc1ccccc1NC(=O)CN1C(=O)CSC(C)C1=O (centres undefined)	5	-6	i
CCOc1ccccc1N(CC(=O)NC1CCCCC1)C(=O)CCCC(=O)Nc1ccccn1	26	-26	i
Cc1nc2ccc(-c3ccccc3)cc2o1	7	-13	i
C/C(=N\NS(=O)(=O)c1ccccc1)c1ccc2c(c1)OCO2	17	-9	i
CCCCN(C(=O)c1cccc(C)c1)c1c(N)n(CCC)c(=O)[nH]c1=O	7	-2	i
CNS(=O)(=O)c1cn(CC(=O)NCc2ccc(N(C)C)cc2)cc1S(=O)(=O)NC	2	-14	i
COc1cccc(C2CC(c3cccs3)=NN2C(=O)CSc2nc3c(cnn3-c3ccc(F)cc3)c(=O)[nH]2)c1OC (centres undefined)	12	-32	i
COc1ccc(/C=C2\SC(=S)N(CC(=O)Nc3nnc(C)s3)C2=O)cc1	5	10	i

# Assay outcomes as filed in PubChem BioAssay.
